Screening data deposited in PubChem by several laboratories.
TLR9-MyD88 block: inhibitors of TLR9-MyD88 association in cells, primary screen, cell-based, CHO, BLA complementation, fluorescence | Toll-like receptor 9 (Homo sapiens) + Myeloid differentiation primary response protein … | CCF4 FRET ratio | inhibition, % at 4.98 µM | actives 0.21% (n = 340,000) | AID 504734, 2011;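 active = inhibition above the mean over all tested compounds plus 3 SD, cut at about 21% in these data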;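 note: 0% = DMSO only wells and 100% = clavulanate BLA inhibitor control wells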
Target sequence (Q99836 whole entry, looked up): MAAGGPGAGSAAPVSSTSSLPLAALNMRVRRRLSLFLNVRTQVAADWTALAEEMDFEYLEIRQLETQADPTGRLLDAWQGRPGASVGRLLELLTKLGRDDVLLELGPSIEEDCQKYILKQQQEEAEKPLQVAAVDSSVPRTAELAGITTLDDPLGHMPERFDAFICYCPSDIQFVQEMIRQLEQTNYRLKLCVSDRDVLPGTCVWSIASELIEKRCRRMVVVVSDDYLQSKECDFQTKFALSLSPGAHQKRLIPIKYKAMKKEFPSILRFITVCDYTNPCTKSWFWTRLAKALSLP
Target sequence (Q9NR96 whole entry, looked up): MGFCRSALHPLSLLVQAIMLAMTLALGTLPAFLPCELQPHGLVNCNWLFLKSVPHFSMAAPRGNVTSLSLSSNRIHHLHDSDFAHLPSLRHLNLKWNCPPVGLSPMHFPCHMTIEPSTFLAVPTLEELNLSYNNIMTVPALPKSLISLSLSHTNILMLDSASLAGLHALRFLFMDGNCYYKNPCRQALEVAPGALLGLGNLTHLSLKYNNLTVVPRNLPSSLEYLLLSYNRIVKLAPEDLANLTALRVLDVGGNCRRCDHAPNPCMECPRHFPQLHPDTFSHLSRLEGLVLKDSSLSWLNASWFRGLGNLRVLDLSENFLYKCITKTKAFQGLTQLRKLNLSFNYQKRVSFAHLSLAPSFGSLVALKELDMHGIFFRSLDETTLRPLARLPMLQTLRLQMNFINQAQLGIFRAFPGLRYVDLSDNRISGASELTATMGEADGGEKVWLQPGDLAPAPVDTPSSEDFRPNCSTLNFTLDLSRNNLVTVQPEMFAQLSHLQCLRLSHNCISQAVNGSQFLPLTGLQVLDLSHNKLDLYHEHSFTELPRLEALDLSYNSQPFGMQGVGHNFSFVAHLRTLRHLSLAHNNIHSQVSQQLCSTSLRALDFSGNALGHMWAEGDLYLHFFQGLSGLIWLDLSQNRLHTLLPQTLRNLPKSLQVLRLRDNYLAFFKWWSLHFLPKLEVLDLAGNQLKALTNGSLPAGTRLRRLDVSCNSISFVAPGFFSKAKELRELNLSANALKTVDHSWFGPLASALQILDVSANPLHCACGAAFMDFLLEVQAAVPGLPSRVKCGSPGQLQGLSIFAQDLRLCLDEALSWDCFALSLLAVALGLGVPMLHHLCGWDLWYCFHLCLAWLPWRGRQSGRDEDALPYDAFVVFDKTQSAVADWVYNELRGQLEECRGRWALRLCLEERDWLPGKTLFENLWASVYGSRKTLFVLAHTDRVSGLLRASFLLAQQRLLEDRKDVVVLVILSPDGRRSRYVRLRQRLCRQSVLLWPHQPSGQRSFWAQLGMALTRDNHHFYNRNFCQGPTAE
Exocytosis inh: LAMP-1 surface exposure blockers, TALL-104 cells – cell-based, flow cytometry, MLPCN library, primary screen; TALL-104 LAMP-1 surface exposure; cells stimulated with thapsigargin and PMA; inhibition, % at 10 µM; actives 0.66% (n = 360,000); AID 651702, 2012;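 active = inhibition above about 55%, limit read from the data; inconclusive = no clear call, values can overlap the other calls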
LRH-1 inv ag: LRH-1 (NR5A2) inverse agonists, primary screen, cell-based, luminescence, HEK293T, StAR-luciferase reporter; Nuclear receptor subfamily 5 group A member 2 (Homo sapiens), O00482; LRH-1 transfected, 24 h; inhibition, % at 3.6 µM; actives 0.13% (n = 360,000);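 active = inhibition above the mean inhibition of all tested compounds plus 3 SD, cut at about 73% in these data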;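 note: 0% = DMSO wells and 100% = reporter-only cells lacking LRH-1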
COUP-TFII inh: NR2F2 transcriptional activity inhibitors, primary screen, cell-based, luciferase reporter, HEK293T, luminescence; COUP transcription factor 2 (Homo sapiens), P24468; HEK293T NGFI-A luciferase reporter; inhibition, % at 8.6 µM; actives 0.7% (n = 370,000); AID 686940, 2013;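 active = inhibition above a per-plate cutoff, mean inhibition of test wells between control levels plus 3 SD, cut at about 38% in these data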;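 note: cells cotransfected with COUP-TFII expression vector driving the NGFI-A reporter; 0% = median of COUP-TF2 test wells and 100% = reporter-only cells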
SRC2 inh: inhibition of GAL4-SRC2 driven luciferase reporter, primary screen, SRC2 inhibitor project, cell-based, luminescence; HEK293 GAL4-SRC2 luciferase reporter; inhibition, % at 9 µM; actives 0.17% (n = 370,000);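 active = inhibition above the mean inhibition of all tested compounds plus 3 SD, set per campaign, cut at about 52% in these data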;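 note: 0% = DMSO treated cells and 100% = cells given Gossypol at 36 µM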
SRC1 inh: SRC1 coactivator transcriptional activity inhibitors, primary screen, cell-based, luminescence | AID 588354, 2011 | HEK293 GAL4-SRC1 luciferase reporter | inhibition, % at 3.6 µM | actives 0.12% (n = 360,000);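 active = inhibition above the campaign mean plus 3 SD, with each screening campaign given its own cutoff, cut at about 60% in these data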;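 note: 0% = DMSO treated cells and 100% = gossypol at 36 µM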
NCOA3 inh: SRC3 coactivator transcriptional activity inhibitors, primary screen, cell-based, luminescence; Nuclear receptor coactivator 3 (Homo sapiens), Q9Y6Q9; HEK293 GAL4-SRC3 luciferase reporter; inhibition, % at 3.6 µM; actives 0.17% (n = 360,000); AID 588352, 2011;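 active = inhibition above a per-campaign cutoff, the mean of all compounds plus 3 SD, cut at about 60% in these data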;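 note: 0% = DMSO-treated cells and 100% = gossypol-treated cells at 36 µM; higher means less SRC3-driven luciferase light from the GAL4 reporter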
TROY signal inh: inhibitors of TROY-driven NF-kB signaling, primary screen, Q293 LMP1-TROYcd cells, NF-kB luciferase, uHTS; Q293 LMP1-TROYcd NF-kB luciferase reporter, 4 h; inhibition, % at 10 µM; actives 0.98% (n = 360,000); AID 1347056, 2019;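 active = compounds whose plate-normalised and pattern-corrected inhibition of the luciferase reporter signal at the single screening dose is 50% or more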
TWEAK Fn14 block: inhibitors of TWEAK-Fn14 signaling, primary screen, luciferase reporter cells, uHTS. TWEAK-stimulated Fn14 reporter cells, luciferase luminescence, 8 h. inhibition, % at 10 µM. actives 2% (n = 360,000); in the data active = inhibition above about 50%
ABHD5-PLIN5 inh: ABHD5-PLIN5 interaction inhibitors, primary screen, cell lysate, split luciferase complementation, luminescence | Split G. princeps luciferase complementation, 4 h | AID 602281, 2012 | Perilipin-5 (Homo sapiens) + 1-acylglycerol-3-phosphate O-acyltransferase ABHD5 (Homo … | inhibition, % at 4 µM | actives 0.78% (n = 360,000);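 active = inhibition above the mean inhibition across every tested compound plus 3 SD, cut at about 22% in these data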;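 note: 0% = DMSO only wells and the 100% control is not disclosed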
NOD2-RIPK2 inh: NOD2-RIPK2 binding disruptors in cells, primary screen, fluorescence, CHO cells, BLA complementation | AID 624267, 2012 | inhibition, % at 4.98 µM | actives 0.38% (n = 360,000) | CCF4 ratio; in the data active = inhibition above about 21%;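 note: 0% = vehicle only and 100% = reference blocker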
An asterisk follows results filed as active; ? = inconclusive; . = no result given. This is a subset; rates above refer to the full screens.

SMILES	TLR9-MyD88 block	Exocytosis inh	LRH-1 inv ag	COUP-TFII inh	SRC2 inh	SRC1 inh	NCOA3 inh	TROY signal inh	TWEAK Fn14 block	ABHD5-PLIN5 inh	NOD2-RIPK2 inh
CCc1ccc2nc3sc(C(=O)O)cc3cc2c1	-5	-6	-59	-20	-32	-53	-74	-67	-16	-1	7
Cc1cc(C)cc(OCC(=O)Nc2cccc(S(=O)(=O)NC3=NCCC3)c2)c1	5	3	-4	5	24	4	12	20	13	3	-10
COc1ccc(OC)c(NC(=O)COc2coc(CN3CCCc4ccccc43)cc2=O)c1	11	4	23	37	14	-4	19	-21	16	6	4
COc1cccc(NC(=O)C2CC(=O)n3cnnc3S2)c1 (stereo not given)	-1	0	0	6	19	-10	16	-7	-2	11	-12
C=C(Cl)COc1ccc2c(CC)cc(=O)oc2c1	6	3	1	-8	-27	-19	2	-13	-29	-1	-11
C/C(=N\NC(=O)c1cc(C2CC2)nc2ccccc12)c1ccc(C)s1	-1	-4	8	6	17	-14	7	-9	-12	-5	1
Cc1ccc(C)c(NC(=O)CSc2nc(C)cs2)c1	-4	-9	0	7	11	-1	5	-14	14	-3	-4
CC1Cc2ccccc2C(CCc2ccccc2)=N1 (stereo not given)	5	19	7	-12	25	6	5	-1	-15	0	-4
Cc1ccc(-c2noc(-c3cc(C(C)(C)C)nn3Cc3ccccc3)n2)cc1	.	-4	-12	7	-4	5	4	11	1	-5	-6
O=C(c1cccs1)N1CCN(S(=O)(=O)N2CCOCC2)CC1	-2	-4	8	-6	-10	3	5	.	6	-4	-3
CCN(Cc1ccccc1)C(=O)CCS(=O)(=O)c1ccc2c(c1)CCN2C(C)=O	8	-2	14	5	-5	-3	6	10	11	-12	-15
CCCN(C(=O)COC(=O)c1nc2nccc(C)n2n1)C1CCS(=O)(=O)C1 (stereo not given)	5	2	8	7	-7	0	1	2	1	-4	-10
O=C(Nc1ccc(Br)cc1)c1cccc(OC(=S)N2CCOCC2)c1	-2	10	2	-13	6	-6	6	32	26	-4	-1
CC1=C(C(=O)NCCN2CCN(C)CC2)C2(CCC(C)CC2)OC1=O (stereo not given)	0	-4	-1	5	-5	-29	-3	5	2	-1	2
Cc1ccc(SCC(=O)NCCSCc2ccccc2)cc1	-3	-3	-14	-1	3	-7	0	-13	7	-3	-3
N/C(=N\OC(=O)C1CCCCC1)c1cccc([N+](=O)[O-])c1	-8	-2	-36	.	.	-51	-46	-47	-38	0	-9
O=C(NC1CCCCC1)c1ccc2c(c1)OCO2	-1	-2	-56	-14	-44	-59	-50	-28	-19	10	1
Cc1occc1C(=O)N/N=C/C(Br)=C/c1ccccc1	-1	-2	-155	-65	-55	-154	-95	23	32	9	-1
O=C(CN(Cc1cccs1)S(=O)(=O)c1ccc(S(=O)(=O)N2CCCCC2)cc1)Nc1ccccc1	4	-4	-15	-16	13	-28	15	22	-24	-6	-6
Cc1ccccc1/C=N/n1c(C2CCCCC2)n[nH]c1=S	-6	2	-5	-11	3	-6	8	-6	-29	1	-6
CCOC(=O)[C@@H]1[C@H]2COc3ccc(Br)cc3[C@H]2N2C(=O)N(c3ccc(F)cc3)C(=O)[C@@]12C	-7	-13	4	.	.	0	-15	13	-8	2	4
CN1C(=O)N(C)C2C1N(C)S(=O)(=O)N2C (stereo not given)	-9	-4	2	1	-2	-15	16	-7	2	-1	-7
Cn1nc2c3ccccc3n(Cc3ccccc3)c2nc1=S	-2	15	-23	2	-6	-58	-26	-2	-3	1	1
CC(C)CNC(=O)C1(C)CCCN1C(=O)c1cncc(Br)c1 (stereo not given)	.	-7	4	8	8	-2	1	5	-42	3	-6
COc1ccccc1NC(=O)CCC(=O)O	-11	-1	8	-23	3	0	0	4	13	-3	4
C(=N\N1CCN(c2ccccc2)CC1)/c1ccccc1	-6	0	-21	-3	-35	-54	-39	-78	-26	-6	-8
Cc1cccc(C)c1NC(=O)C1CCCN1S(=O)(=O)c1ccccc1 (stereo not given)	-2	-21	-6	14	10	-2	6	5	5	1	-2
COc1ccc(CC(=O)NCc2n[nH]c(=S)n2C)cc1	9	4	4	10	-14	8	24	11	-12	-4	-13
COc1cccc(OC(C)c2ccnc3nc(/N=C/N(C)C)nn23)c1 (stereo not given)	-6	-1	-10	-21	3	3	3	-2	7	6	-6
Cc1ccc(Nc2cc(-n3cccn3)ncn2)c(C)c1	-3	-6	-87	-19	-16	-101	-55	-67	17	-2	-1
O=C(CNCc1ccccn1)Nc1cc(S(=O)(=O)N2CCCCC2)ccc1Cl	-1	-2	-5	22	14	-2	15	5	2	-11	-6
C=CCNC(=O)/C(C#N)=C/c1ccc(C)o1	-2	-3	-17	-4	-25	0	5	-20	12	0	-2
O=C(Nc1ccc(F)cc1)C(c1cc2ccccc2o1)N1CCN(CC(=O)N2CCCC2)CC1 (stereo not given)	.	0	20	-3	-4	.	.	.	.	-5	-4
O=C(O)CN1C(=O)/C(=C\C(Br)=C\c2ccccc2)SC1=S	-5	-1	2	-3	-29	-17	-15	-4	22	-7	-2
CCCC(=O)Nc1ccc(NC(=O)c2cccs2)cn1	7	0	-49	-21	-14	-12	-8	-38	-14	7	-10
Cc1ccc(N(c2ncnc(N)c2[N+](=O)[O-])C2CCCCC2)cc1	9	1	-19	1	-10	-2	5	13	-1	-2	5
Cc1cc(=O)n2[nH]c(-c3cccc(Cl)c3)cc2n1	-3	?	-92	-52	-64	-72	-69	-64	-13	1	6
O=C(CSc1nnc(COc2ccc(Cl)cc2)o1)Nc1ccc(N2CCOCC2)cc1	4	3	9	-23	0	6	6	-20	-12	-3	5
CCOC(=O)C1(C)CCCCN1C(=O)c1ccoc1 (stereo not given)	.	-1	4	0	9	3	9	-8	1	9	6
COc1cc(C(=O)Nc2ccncc2)cc(OC)c1OC	0	-2	2	-5	-21	4	-1	-1	-7	-1	0
COc1cccc(-c2nc(NCc3ccccc3)c3ccccc3n2)c1O	11	64*	1	11	-10	3	-7	30	20	-15	1
Cc1ccc(/C=C2/SC(=S)N(CCCC(=O)Nc3cc([N+](=O)[O-])ccc3O)C2=O)cc1	3	4	3	24	55*	-28	14	27	38	2	-8
Fc1ccc(C2c3[nH]c4ccccc4c3CCN2CCCn2cccn2)cc1 (stereo not given)	-1	-2	14	-11	-5	-31	18	-10	19	2	5
O=C(NCC1CCCO1)Nc1ccccc1 (stereo not given)	4	0	-1	14	13	-7	-46	2	3	1	-7
O=C(NCc1ccccc1)NC1(C(=O)N2CCN3CCCC3C2)CCCCC1 (stereo not given)	-9	-1	7	12	-5	3	3	-7	-17	0	1
Cc1cc(C(=O)NC2CC(C)(C)Cc3c2cnn3-c2ccccc2)n(C)n1 (stereo not given)	-7	-3	-18	12	8	3	19	26	-18	4	-10
CC(=O)Nc1ccc(S(=O)(=O)N2CCC3(CC2)CC(=O)c2ccccc2O3)cc1	4	-3	7	-1	-26	-2	16	-11	-5	-3	-3
CC(C)C[C@@H](CN)NC(=O)c1nc[nH]c1C(=O)N[C@@H](Cc1ccccc1)C(=O)CNC[C@H](C)NC(=O)c1nc[nH]c1C(=O)N[C@@H](C)C(=O)O	-4	5	-11	-5	-30	7	-9	2	11	-1	-2
CC(C)OP(=O)(c1ccc(N(C)C)cc1)C(O)c1c(Cl)cccc1Cl (stereo not given)	0	-3	15	13	9	5	24	-9	-9	0	-4
Cn1c(N)nc2ccccc2c1=O	.	1	8	-1	-11	-12	-7	-13	9	7	0
The list continues.
SMILES	TLR9-MyD88 block	Exocytosis inh	LRH-1 inv ag	COUP-TFII inh	SRC2 inh	SRC1 inh	NCOA3 inh	TROY signal inh	TWEAK Fn14 block	ABHD5-PLIN5 inh	NOD2-RIPK2 inh
Cc1cccc(NC(=O)CSc2nc(NS(=O)(=O)c3ccccc3)cc(=O)[nH]2)c1	-8	-2	-15	-16	7	-8	5	1	4	-10	-8
N#Cc1cc(-c2ccc(Cl)cc2)cn(Cc2c(Cl)cccc2Cl)c1=O	-5	8	22	1	18	8	-2	-16	0	4	-5
CC(C)(C)c1ccc(C(=O)N2CCN(S(=O)(=O)c3ccc(Br)s3)CC2)cc1	2	7	-9	24	13	-6	-16	2	14	9	-3
O=S1(=O)CC(NCc2ccccc2)C(Nc2ccccc2)C1 (stereo not given)	4	-1	-1	-13	-19	-11	11	8	21	-3	-5
CCOC(=O)CC1Sc2ccccc2NC1=S (stereo not given)	.	3	-12	2	-12	0	18	-1	-10	-6	-4
CC1(C2CC(=O)c3c(O)ccc(O)c3C2)OCCO1 (stereo not given)	-11	-7	-12	8	8	-4	3	4	-15	3	-3
NC(=O)c1ccc(C(=O)N/N=C(/Cc2ccccc2)c2ccccc2)cc1	-6	-14	0	1	-15	-21	6	-13	-10	-6	-8
COc1ccc(/C(C)=N/OC/C(O)=C(\C#N)c2nc3ccccc3[nH]2)cc1OC	-16	3	9	22	13	-16	9	-8	1	-3	-6
C=CCNC(=S)N1CCN(S(=O)(=O)c2ccc(C)cc2)CC1	-4	-2	5	-2	17	17	21	-19	2	1	0
COc1cccc(CN(C)CC(=O)N2CCN(S(=O)(=O)c3ccccc3)CC2)c1	-2	16	12	-2	-13	-27	17	20	-1	-8	-9

Look-ups from the entries so far:
Reading for `NC(=O)c1ccc(C(=O)N/N=C(/Cc2ccccc2)c2ccccc2)cc1` in SRC2 inh: -15
Reading for `CC(C)(C)c1ccc(C(=O)N2CCN(S(=O)(=O)c3ccc(Br)s3)CC2)cc1` in Exocytosis inh: 7
Reading for `COc1cccc(CN(C)CC(=O)N2CCN(S(=O)(=O)c3ccccc3)CC2)c1` in NOD2-RIPK2 inh: -9

The list goes on:
SMILES	TLR9-MyD88 block	Exocytosis inh	LRH-1 inv ag	COUP-TFII inh	SRC2 inh	SRC1 inh	NCOA3 inh	TROY signal inh	TWEAK Fn14 block	ABHD5-PLIN5 inh	NOD2-RIPK2 inh
CCc1ccccc1NC(=O)COC(=O)C1C2CC3OC(=O)C1C3C2 (stereo not given)	-3	-9	-10	5	-8	-19	-6	13	-5	-6	2
COC(=O)c1ccccc1NC(=O)NCc1ccncc1	0	6	3	-16	9	-11	14	1	13	-1	-6
Cc1cc(C)nc(Nc2nc(C(N)CCc3ccccc3)cs2)n1 (stereo not given)	.	-2	-13	-3	-16	8	-12	6	3	4	19
COc1ccc2cc(/C=N/O)c(Cl)nc2c1	7	6	-37	-4	-2	-11	12	-36	-4	-1	-12
